NPR2 activator: human GC-B receptor activators, primary screen, HEK293 GC-B cells, cGMP TR-FRET, EC30 CNP | actives 0.11% (n = 370,000) | 0% at EC30 CNP, 100% saturating CNP | Atrial natriuretic peptide receptor 2 (Homo sapiens), P20594 | activation, % at 10 µM | AID 1920062, 2024;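 active = activation at 10 µM reaching about 35% in either raw or pattern-adjusted values, limit read from the data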
ADAM10 inh: human ADAM10 inhibitors, primary screen, biochemical, QFRET, HTS; Disintegrin and metalloproteinase domain-containing protein 10 (Homo sapiens), O14672; recombinant ADAM10, EDANS/DABCYL FRET peptide cleavage, 3 h; inhibition, % at 7 µM; actives 0.62% (n = 370,000);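 active = inhibition above a per-campaign cutoff equal to the mean of compounds falling between control-based bounds plus 3 SD, cut at about 20% in these data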;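 also: 0% = DMSO wells while the 100% control is not disclosed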
Target sequence (O14672 214-748 limits assumed): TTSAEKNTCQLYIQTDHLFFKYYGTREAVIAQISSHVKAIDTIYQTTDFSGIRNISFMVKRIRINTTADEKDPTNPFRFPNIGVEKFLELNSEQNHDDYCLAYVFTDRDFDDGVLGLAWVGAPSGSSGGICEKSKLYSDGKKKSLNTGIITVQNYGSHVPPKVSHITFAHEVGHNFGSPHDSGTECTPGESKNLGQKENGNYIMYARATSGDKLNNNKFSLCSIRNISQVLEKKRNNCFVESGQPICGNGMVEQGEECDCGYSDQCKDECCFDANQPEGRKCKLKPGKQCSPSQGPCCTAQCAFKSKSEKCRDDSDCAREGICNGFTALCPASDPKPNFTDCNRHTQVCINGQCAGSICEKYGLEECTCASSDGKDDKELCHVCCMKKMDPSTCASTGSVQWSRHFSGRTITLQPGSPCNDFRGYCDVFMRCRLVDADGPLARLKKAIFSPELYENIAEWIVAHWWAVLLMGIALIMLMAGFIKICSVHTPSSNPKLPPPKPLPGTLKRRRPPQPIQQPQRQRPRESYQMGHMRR
FXN GAA850 act: FXN promoter activators, primary screen, cell-based, luciferase luminescence, HEK293 lucGAA850. activation, % at 6 µM. actives 0.56% (n = 360,000). HEK293 lucGAA850 FXN promoter luciferase reporter, 24 h; percent of 10 µM SAHA response;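 active = activation above the average of all compounds screened plus 3 SD, cutoff fixed separately per campaign, cut at about 7.5% in these data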;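 also: 0% = DMSO wells and 100% = 10 µM SAHA wells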
DAX1 inh-1: DAX1 (NR0B1) inhibitors, primary screen, cell-based, HEK293, Gal4-DAX1, luciferase luminescence. Nuclear receptor subfamily 0 group B member 1 (Homo sapiens), P51843. HEK293 Gal4-DAX1 luciferase reporter. inhibition, % at 6.75 µM. actives 0.99% (n = 340,000). AID 504766, 2011;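 active = inhibition above the mean over all tested compounds plus 3 SD, cut at about 4.2% in these data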;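 also: 0% = DAX1-transfected cells with DMSO and 100% = empty-vector control cells with DMSO; inhibition shows as a rise in luminescence from relieved DAX1 repression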
Target sequence (P51843 207-470 limits assumed): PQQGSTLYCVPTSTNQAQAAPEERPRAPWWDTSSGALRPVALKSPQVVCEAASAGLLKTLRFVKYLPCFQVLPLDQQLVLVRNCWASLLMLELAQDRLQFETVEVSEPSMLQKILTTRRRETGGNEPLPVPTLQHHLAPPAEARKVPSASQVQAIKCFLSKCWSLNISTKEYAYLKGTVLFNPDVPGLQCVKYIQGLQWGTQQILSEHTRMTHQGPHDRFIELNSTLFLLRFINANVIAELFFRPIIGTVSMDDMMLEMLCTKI
SMARCA2 activ: SMARCA2 (BRM) function activators, primary screen, cell-based, luminescence, high throughput | MG213 cells, MMTV-luciferase reporter, dexamethasone, overnight | activation, % at 9.1 µM | actives 1% (n = 370,000) | AID 652017, 2013; in the data active = activation above about 7.8%;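 also: 0% = vehicle wells and 100% = reference activator wells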
DAX1 inh-2: DAX1 (NR0B1) inhibitors on StAR promoter, primary screen, cell-based, luminescence, SF-1 (NR5A1), full-length DAX-1; HEK293T StAR-luciferase reporter, SF-1/DAX-1 repression relief; inhibition, % at 6.8 µM; actives 1.1% (n = 370,000); AID 652010, 2013;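 active = inhibition above the mean over all tested compounds plus 3 SD, cut at about 3.6% in these data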;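 also: 0% = DAX-1 cells with DMSO and 100% = cells lacking DAX-1 with DMSO; higher inhibition means more luminescence from relief of DAX-1 repression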
ssDAF12 agonist: S. stercoralis DAF-12 nuclear receptor activators, primary screen, cell-based, luminescence, HEK293, GRIP1 co-expression, lit1-tk-luc; AID 652126, 2013; actives 1% (n = 370,000); HEK293 ssDAF-12/GRIP1 lit1-tk-luc reporter; % of 3 µM dafachronic acid response; activation, % at 6.8 µM;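 active = activation above the mean over all tested compounds plus 3 SD, cut at about 0.9% in these data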;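 also: 0% = DMSO-only wells and 100% = 3 µM delta7-dafachronic acid wells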
hcDAF12 agonist: H. contortus DAF-12 nuclear receptor activators, primary screen, cell-based, luminescence, HEK293, lit1-tk-luc reporter; activation, % at 6.8 µM; actives 1.4% (n = 370,000); HEK293 hcDAF-12 lit1-tk-luc reporter; 0% DMSO, 100% Δ7-dafachronic acid;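 active = activation above the mean of all tested compounds plus 3 SD, cut at about 5.5% in these data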;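 also: 100% = response to 3 µM Δ7-dafachronic acid high control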
hgDAF-12 ag: H. glycines DAF-12 receptor agonists, primary screen, cell-based, luminescence, HEK293, GAL4 fusion, UAS-luciferase; Nuclear hormone receptor DAF-12 (Heterodera glycines), GAL4 fusion; HEK293 GAL4-hgDAF12 UAS-luciferase reporter, agonist luminescence; normalized to butyrate control; activation, % at 6.8 µM; actives 1.8% (n = 370,000);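 active = activation above a cutoff set at the mean of all screened compounds plus 3 SD, cut at about 10% in these data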;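 also: 0% = DMSO wells and 100% = sodium butyrate wells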
NPR1 activator: GC-A stimulated cGMP production enhancers – HEK293 GC-A cells, cGMP TR-FRET, EC30 ANP, primary screen; 0% at EC30 ANP, 100% saturating ANP; activation, % at 10 µM; actives 0.14% (n = 370,000); Atrial natriuretic peptide receptor 1 (Homo sapiens), P16066; AID 1671463, 2021; in the data active = activation above about 40%
HGIII-sPLA2 inh: human group III sPLA2 inhibitors, primary screen, biochemical, QFRET, BODIPY PC-A2 liposome substrate; Group 3 secretory phospholipase A2 (Homo sapiens), Q9NZ20; QFRET BODIPY PC-A2 liposome hydrolysis, fluorescence; inhibition, % at 12.2 µM; actives 0.56% (n = 370,000); AID 743126, 2013;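 active = inhibition above mean plus 3 SD of compounds lying within the high and low control bounds, cut at about 19% in these data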;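 also: 0% = median of test compound wells and 100% = no enzyme DMSO wells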
Active calls of the source: *.

Screening Cc1nc2cccc(C)n2c(=O)c1Cl returned NPR2 activator 10, ADAM10 inh -8, FXN GAA850 act -0.6, DAX1 inh-1 0.9, SMARCA2 activ -2, DAX1 inh-2 -0.6, ssDAF12 agonist -1.4, hcDAF12 agonist -0.9, hgDAF-12 ag -1.5, NPR1 activator 6 and HGIII-sPLA2 inh 3.
`COc1ccccc1CC1(C)NC(=O)N(CC(=O)N2CC(C)OC(C)C2)C1=O` (stereo unspecified) gave NPR2 activator 0, ADAM10 inh 2, FXN GAA850 act 0.5, DAX1 inh-1 1.9, SMARCA2 activ 0, DAX1 inh-2 -0.3, ssDAF12 agonist -0.8, hcDAF12 agonist 0.4, hgDAF-12 ag -1.3, NPR1 activator 4 and HGIII-sPLA2 inh -3.
`CC1(C(=O)NS(=O)(=O)c2cccc(F)c2)CCN1C(=O)Cc1ccc(-c2ccccc2)cc1` (stereo unspecified) gave NPR2 activator -3, ADAM10 inh -13, FXN GAA850 act 1.4, SMARCA2 activ -5, DAX1 inh-2 -0.6, ssDAF12 agonist -1.1, hcDAF12 agonist -0.3, hgDAF-12 ag 3.0, NPR1 activator 6 and HGIII-sPLA2 inh -22.
For C(=C\c1ccccc1)/CN1CCN(C(c2ccnc3ccccc23)c2nnnn2C2CCCCC2)CC1 (stereo unspecified) the results were NPR2 activator -4, ADAM10 inh 4, SMARCA2 activ -2, DAX1 inh-2 -0.1, ssDAF12 agonist -0.8, hcDAF12 agonist -1.8, hgDAF-12 ag 9.7, NPR1 activator -3 and HGIII-sPLA2 inh -15.
`CC1CCC(NC(=O)COc2ccc(C(=O)c3ccccc3)cc2)CC1` (stereo unspecified) gave NPR2 activator -1, ADAM10 inh 6, FXN GAA850 act 0.8, DAX1 inh-1 -1.8, SMARCA2 activ -4, DAX1 inh-2 0.1, ssDAF12 agonist -1.6, hcDAF12 agonist -0.7, hgDAF-12 ag -1.9, NPR1 activator 1 and HGIII-sPLA2 inh -3.
`CCCn1c(N)c(C(=O)CSc2nnc(-c3c[nH]c4ccccc34)n2C2CC2)c(=O)[nH]c1=O` gave NPR2 activator 4, ADAM10 inh -18, FXN GAA850 act 2.1, DAX1 inh-1 0.0, SMARCA2 activ -4, DAX1 inh-2 0.2, ssDAF12 agonist -0.1, hcDAF12 agonist 4.2, hgDAF-12 ag 1.1, NPR1 activator 0 and HGIII-sPLA2 inh 11.
CN(CC(=O)Nc1nc2ccccc2s1)S(=O)(=O)c1ccc(Cl)cc1 was read as NPR2 activator -1, ADAM10 inh 9, FXN GAA850 act 0.1, DAX1 inh-1 2.5, SMARCA2 activ -7, DAX1 inh-2 -0.1, ssDAF12 agonist 0.6, hcDAF12 agonist 3.6, hgDAF-12 ag 0.7, NPR1 activator 11 and HGIII-sPLA2 inh -30.
Screening CCCC(/C=C/c1ccc(OC(C)=O)cc1)=C1/c2ccccc2C(=O)N1c1ccccc1 returned NPR2 activator -9, ADAM10 inh -50, FXN GAA850 act -0.9, DAX1 inh-1 1.7, SMARCA2 activ -2, DAX1 inh-2 -0.1, ssDAF12 agonist -1.0, hcDAF12 agonist 0.9, hgDAF-12 ag 0.1, NPR1 activator -2 and HGIII-sPLA2 inh -11.
`COc1ccc(/C=C(/NC(=O)c2ccc(C)cc2)C(=O)NCC2CCCO2)cc1` (stereo unspecified) gave NPR2 activator 1, ADAM10 inh -9, FXN GAA850 act 0.9, DAX1 inh-1 -1.3, SMARCA2 activ -3, DAX1 inh-2 0.5, ssDAF12 agonist 0.5, hcDAF12 agonist -1.4, hgDAF-12 ag 1.3, NPR1 activator 9 and HGIII-sPLA2 inh 1.
COc1cc(OC)cc(C(=O)N2CCN(Cc3ccc4c(c3)OCO4)CC2)c1 was read as NPR2 activator 12, ADAM10 inh -5, FXN GAA850 act 0.2, DAX1 inh-1 0.1, SMARCA2 activ -1, DAX1 inh-2 0.0, ssDAF12 agonist -1.8, hcDAF12 agonist -2.0, hgDAF-12 ag -2.8, NPR1 activator 4 and HGIII-sPLA2 inh 0.
CCCCC(=O)Nc1ncc2c(n1)CC(C)(C)CC2=O was read as NPR2 activator 3, ADAM10 inh 7, FXN GAA850 act 0.0, DAX1 inh-1 -0.1, SMARCA2 activ 0, DAX1 inh-2 -0.1, ssDAF12 agonist -1.1, hcDAF12 agonist 1.3, hgDAF-12 ag -0.9, NPR1 activator 2 and HGIII-sPLA2 inh 2.
`Cc1nnc(SCc2ccccc2C#N)n1-c1ccccc1` gave NPR2 activator 0, ADAM10 inh 3, FXN GAA850 act 1.4, DAX1 inh-1 1.3, SMARCA2 activ -1, DAX1 inh-2 -0.4, ssDAF12 agonist -1.5, hcDAF12 agonist -1.4, hgDAF-12 ag -1.5, NPR1 activator -1 and HGIII-sPLA2 inh -1.
Screening CCc1cc(=O)oc2cc(OCC(=O)N3CCC[C@H]3C(=O)O)ccc12 returned NPR2 activator 2, ADAM10 inh -239, FXN GAA850 act 1.1, DAX1 inh-1 0.5, SMARCA2 activ 1, DAX1 inh-2 -0.3, ssDAF12 agonist -0.5, hcDAF12 agonist -1.2, hgDAF-12 ag -0.9, NPR1 activator 5 and HGIII-sPLA2 inh 4.
Cc1cccc2nc(CSc3nc4ccc([N+](=O)[O-])cc4[nH]3)cn12 was read as NPR2 activator 3, ADAM10 inh -4, FXN GAA850 act 5.3, DAX1 inh-1 1.8, SMARCA2 activ -1, DAX1 inh-2 0.1, ssDAF12 agonist -1.1, hcDAF12 agonist 0.8, hgDAF-12 ag 1.8, NPR1 activator 6 and HGIII-sPLA2 inh 3.
`CCN1C[C@@H]2[C@@H]3C(=O)N(Cc4ccccc4)C(=O)[C@@H]3[C@](C)(C1=O)N2C(=O)c1ccc(Cl)c(Cl)c1` gave NPR2 activator -9, ADAM10 inh 2, FXN GAA850 act -1.4, DAX1 inh-1 0.2, SMARCA2 activ 0, DAX1 inh-2 0.2, ssDAF12 agonist -1.2, hcDAF12 agonist -2.3, hgDAF-12 ag -2.3, NPR1 activator -3 and HGIII-sPLA2 inh -19.
Screening Cc1ccccc1N1C(=O)[C@@H]2Cc3ccccc3CN2C1=O returned NPR2 activator 1, ADAM10 inh 4, FXN GAA850 act -3.4, DAX1 inh-1 2.1, SMARCA2 activ 0, DAX1 inh-2 0.3, ssDAF12 agonist -1.1, hcDAF12 agonist -0.6, hgDAF-12 ag 3.0, NPR1 activator 4 and HGIII-sPLA2 inh -3.
Screening CC(OC(=O)CNC(=O)c1ccc2c(c1)OCO2)C(=O)NCCC1=CCCCC1 (stereo unspecified) returned NPR2 activator 6, ADAM10 inh -4, FXN GAA850 act 1.5, DAX1 inh-1 0.2, SMARCA2 activ 1, DAX1 inh-2 -0.7, ssDAF12 agonist -0.4, hcDAF12 agonist 0.3, hgDAF-12 ag 3.4, NPR1 activator 3 and HGIII-sPLA2 inh 3.
COc1ccccc1-c1ccc2c(c1)O[C@@H](CN(C)C(=O)c1ccncc1)[C@H](C)CN([C@@H](C)CO)S2(=O)=O was read as NPR2 activator -6, ADAM10 inh -21, FXN GAA850 act -0.4, DAX1 inh-1 -0.6, SMARCA2 activ -3, DAX1 inh-2 -1.7, ssDAF12 agonist -1.1, hcDAF12 agonist 0.6, hgDAF-12 ag -2.9, NPR1 activator -3 and HGIII-sPLA2 inh 2.
`CCc1ccc(NC(=O)CN2C(=O)COc3ccc(S(=O)(=O)N4CCCC4)cc32)cc1` gave NPR2 activator -1, ADAM10 inh -12, FXN GAA850 act -3.0, DAX1 inh-1 -0.5, SMARCA2 activ -1, DAX1 inh-2 0.1, ssDAF12 agonist -0.4, hcDAF12 agonist -1.5, hgDAF-12 ag -0.9, NPR1 activator 2 and HGIII-sPLA2 inh 5.
`Cc1cc(=O)n2c(n1)SCOC2` gave NPR2 activator 1, ADAM10 inh -3, FXN GAA850 act 0.0, DAX1 inh-1 0.1, SMARCA2 activ 0, DAX1 inh-2 0.2, ssDAF12 agonist -0.9, hcDAF12 agonist -0.7, hgDAF-12 ag 2.5, NPR1 activator 2 and HGIII-sPLA2 inh -1.
For N/C(=N\OC(=O)c1ccc(F)cc1)c1ccccc1 the results were NPR2 activator 4, ADAM10 inh -5, FXN GAA850 act 3.5, DAX1 inh-1 0.8, SMARCA2 activ 7, DAX1 inh-2 0.9, ssDAF12 agonist -0.9, hcDAF12 agonist 1.9, hgDAF-12 ag 3.7, NPR1 activator 6 and HGIII-sPLA2 inh 4.
Screening O=C(c1cc(-c2ccc(Cl)c(Cl)c2)on1)N1CCN(c2ccccc2)CC1 returned NPR2 activator -1, ADAM10 inh -6, FXN GAA850 act -0.1, DAX1 inh-1 1.2, SMARCA2 activ 5, DAX1 inh-2 0.0, ssDAF12 agonist -1.8, hcDAF12 agonist -1.1, hgDAF-12 ag 3.5, NPR1 activator 1 and HGIII-sPLA2 inh 3.
CCc1ccccc1NC(=S)NN was read as NPR2 activator 2, ADAM10 inh -1, SMARCA2 activ 1, DAX1 inh-2 0.9, ssDAF12 agonist -0.8, hcDAF12 agonist 0.8, hgDAF-12 ag 0.3, NPR1 activator -2 and HGIII-sPLA2 inh -1.
For O=C(O)CCN1C(=O)/C(=C\c2cccc(OCc3ccccc3)c2)SC1=S the results were NPR2 activator -13, ADAM10 inh 7, FXN GAA850 act 0.5, DAX1 inh-1 -1.2, SMARCA2 activ 2, DAX1 inh-2 -0.1, ssDAF12 agonist -1.0, hcDAF12 agonist 2.6, hgDAF-12 ag 0.2, NPR1 activator -4 and HGIII-sPLA2 inh 1.
Screening CCc1ccc2c(COC(=O)c3n[nH]c4ccccc34)cc(=O)oc2c1 returned NPR2 activator -6, ADAM10 inh 5, FXN GAA850 act -0.7, DAX1 inh-1 -1.2, SMARCA2 activ 1, DAX1 inh-2 0.6, ssDAF12 agonist 0.3, hcDAF12 agonist 3.1, hgDAF-12 ag 4.9, NPR1 activator -8 and HGIII-sPLA2 inh -10.
For Cc1ccccc1OS(=O)(=O)c1cccc([N+](=O)[O-])c1 the results were NPR2 activator 0, ADAM10 inh 6, FXN GAA850 act -1.0, DAX1 inh-1 1.4, SMARCA2 activ -4, DAX1 inh-2 -1.2, ssDAF12 agonist -1.3, hcDAF12 agonist -1.3, hgDAF-12 ag 0.5, NPR1 activator -2 and HGIII-sPLA2 inh 12.

Screening data: PubChem, several laboratories
